EBV LMP1 NFkB = inhibitors of Epstein-Barr LMP1-induced NF-kappaB reporter; LMP1-induced NF-kappaB luciferase reporter cells, luminescence; inhibition, % at 12.5 µM; actives 0.69% (n = 350,000); AID 504558; in the data active = inhibition above about 41%;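 also: 0% = neutral control wells and 100% = reference inhibitor control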
ABHD5-PLIN5 inh = blocks binding of human ABHD5 to perilipin-5. Q00G26+Q8WTS1. Split G. princeps luciferase complementation, luminescence, 4 h. actives 0.78% (n = 360,000). inhibition, % at 4 µM. AID 602281;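 active = inhibition above the mean inhibition across every tested compound plus 3 SD, cut at about 22% in these data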;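 also: 0% = DMSO only wells and the 100% control is not disclosed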
MC4R antagonist = human MC4R antagonism in cAMP assay | P32245 | MC4R-expressing cells, MTII-stimulated cAMP, LANCE TR-FRET | inhibition, % at 6.5 µM | actives 0.48% (n = 360,000);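 active = inhibition above its plate's cutoff, the mean of tested wells on that plate plus 3 SD, cut at about 29% in these data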;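 also: 0% = Melanotan II alone and 100% = Melanotan II plus saturating MCL0020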
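Test system: U2OS cells stably expressing human melanocortin 4 receptor (MC4R); also added: Melanotan II challenge; compound: 6.5 µM single dose; timing: 30-min compound preincubation, 1-h Melanotan II challenge, 1-h detection, room temperature; signal: Eu-cAMP/anti-cAMP TR-FRET, emission 671 nm; repeats: one well per compound, no replicates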
NOD2 RIPK2 PPI = NOD2-RIPK2 protein interaction inhibition; CHO BLA complementation NOD2-RIPK2, CCF4 ratio; inhibition, % at 4.98 µM; actives 0.38% (n = 360,000); in the data active = inhibition above about 21%;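 also: 0% = vehicle only and 100% = reference blocker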
SRC1 inh = human NCOA1 inhibition; Q15788; HEK293 GAL4-SRC1 luciferase reporter, luminescence; inhibition, % at 3.6 µM; actives 0.12% (n = 360,000);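 active = inhibition above the campaign mean plus 3 SD, with each screening campaign given its own cutoff, cut at about 60% in these data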;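 also: 0% = DMSO treated cells and 100% = gossypol at 36 µM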
COUP-TFII inh = blocks human COUP-TFII nuclear receptor; actives 0.7% (n = 370,000); HEK293T NGFI-A luciferase reporter, luminescence; P24468; inhibition, % at 8.6 µM; AID 686940;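 active = inhibition above a per-plate cutoff, mean inhibition of test wells between control levels plus 3 SD, cut at about 38% in these data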;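 also: cells cotransfected with COUP-TFII expression vector driving the NGFI-A reporter; 0% = median of COUP-TF2 test wells and 100% = reporter-only cells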
LRH-1 inv ag = NR5A2 inverse agonism in reporter assay | O00482 | HEK293T StAR-luciferase reporter, LRH-1 transfected, 24 h | inhibition, % at 3.6 µM | actives 0.13% (n = 360,000);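 active = inhibition above the mean inhibition of all tested compounds plus 3 SD, cut at about 73% in these data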;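 also: 0% = DMSO wells and 100% = reporter-only cells lacking LRH-1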
SRC2 inh = inhibits human steroid receptor coactivator 2; Q15596; HEK293 GAL4-SRC2 luciferase reporter, luminescence; inhibition, % at 9 µM; actives 0.17% (n = 370,000); AID 651957;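 active = inhibition above the mean inhibition of all tested compounds plus 3 SD, set per campaign, cut at about 52% in these data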;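 also: 0% = DMSO treated cells and 100% = cells given Gossypol at 36 µM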
TLR9-MyD88 inh = inhibitors of human TLR9-MyD88 binding; Q9NR96+Q99836; CHO BLA complementation TLR9-MyD88, CCF4 FRET ratio; inhibition, % at 4.98 µM; actives 0.21% (n = 340,000);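 active = inhibition above the mean over all tested compounds plus 3 SD, cut at about 21% in these data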;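 also: 0% = DMSO only wells and 100% = clavulanate BLA inhibitor control wells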
MC4R barr agon = agonists of human melanocortin 4 receptor (MC4R) beta-arrestin | P32245 | U2OS MC4R beta-arrestin complementation, luminescence; percent of melanotan II response, DMSO zero | activation, % at 8.9 µM | actives 0.98% (n = 360,000);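 active = activation above a per-plate cutoff, the mean activation of sample wells on that plate plus 3 SD, cut at about 8% in these data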
SRC3 inh = inhibitors of human steroid receptor coactivator 3 (SRC3) | Q9Y6Q9 | HEK293 GAL4-SRC3 luciferase reporter, luminescence | inhibition, % at 3.6 µM | actives 0.17% (n = 360,000) | AID 588352;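 active = inhibition above a per-campaign cutoff, the mean of all compounds plus 3 SD, cut at about 60% in these data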;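 also: 0% = DMSO-treated cells and 100% = gossypol-treated cells at 36 µM; higher means less SRC3-driven luciferase light from the GAL4 reporter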
The depositor's hits bear a star; . = no result given. Only part of the results is shown; rates above refer to the full screens.

Every second line gives: EBV LMP1 NFkB | NOD2 RIPK2 PPI | SRC2 inh | MC4R barr agon | SRC3 inh | ABHD5-PLIN5 inh | TLR9-MyD88 inh | MC4R antagonist | COUP-TFII inh | LRH-1 inv ag | SRC1 inh
[1] CC/C(O)=C1\C(=O)CC(C)(C)CC1=Nc1ccccc1C
  2 | 2 | -7 | -2.0 | 6 | 1 | -2 | -3 | 12 | -2 | -2
[2] O=C1C2C3c4ccccc4C(Br)(c4ccccc43)C2C(=O)N1c1ccccc1O (stereo not given)
  -2 | -5 | 3 | 3.1 | 11 | 0 | 0 | 22 | -6 | -24 | 0
[3] CCC(C)NC(=O)CCc1c(C)nc2nc(-c3cc(OC)cc(OC)c3)nn2c1C (stereo not given)
  -2 | -5 | 6 | 0.4 | -4 | 3 | 2 | 2 | 18 | 0 | 3
[4] N#CC1(NC(=O)CN2C(=O)NC3(CCCCCC3)C2=O)CCCCC1
  -3 | -9 | 7 | -0.9 | 8 | -2 | 9 | 1 | -6 | -7 | -17
[5] CCOC(=O)c1csc(NC(=O)CN2CCOCC2)n1
  0 | 2 | -6 | -1.3 | 3 | 0 | 5 | 1 | -19 | 4 | -9
[6] Cc1ccc(CNC(=O)Cn2cncn2)cc1
  2 | -1 | 9 | -0.5 | -23 | 0 | 4 | 2 | 1 | -1 | 9
[7] Cn1cc(CCC(=O)N2CCCC(C(=O)c3cccc4ccccc34)C2)cn1 (stereo not given)
  1 | 8 | -20 | 1.4 | 1 | -4 | 2 | 5 | -7 | -19 | -54
[8] Cc1ccc(C(=O)NNC(=O)c2ccc(S(=O)(=O)N3CCOCC3)cc2)cc1
  0 | -5 | -6 | 2.1 | 8 | -4 | -5 | 22 | 3 | -15 | -6
[9] O=C1CCCN1S(=O)(=O)c1ccccc1
  -10 | -5 | -12 | -0.9 | 1 | -2 | -1 | 3 | -6 | 5 | 3
[10] COc1ccc(S(=O)(=O)NCCOc2ccccc2)cc1F
  -4 | -4 | -9 | -0.7 | -1 | 1 | -4 | -2 | 2 | -3 | -43
[11] COCc1cc(C)nc(N2CCN(Cc3ccccc3)CC2)c1C#N
  -4 | 1 | -31 | 0.8 | -5 | -4 | -1 | 6 | -3 | -3 | 2
[12] N#Cc1ccc(C(=O)Nc2cccc3ncccc23)c(F)c1
  8 | -6 | 9 | 0.3 | 27 | 7 | 6 | 17 | 3 | 4 | 18
[13] O=C(CCN1CCN(c2ccccc2)CC1)N/N=C/c1ccccc1O
  20 | 10 | 13 | -1.2 | 24 | 2 | -2 | 0 | 20 | 11 | 17
[14] COCCNC(=O)CN(Cc1ccco1)C(=O)CCC(=O)Nc1nccs1
  5 | -12 | 6 | -0.1 | 7 | 7 | -2 | 5 | 12 | -5 | -4
[15] Cc1c(NC(=O)C(C)Oc2ccc(Br)cc2)c(=O)n(-c2ccccc2)n1C (stereo not given)
  0 | -3 | 5 | -0.3 | -16 | -1 | -8 | 2 | 5 | 28 | 13
[16] COc1ccc(CN2CCC[C@]3(N[C@H](c4ccc(C(F)(F)F)cc4)[C@@H]4C(=O)N(C)C(=O)[C@@H]43)C2=O)cc1
  3 | -4 | -8 | -0.1 | -2 | 1 | -9 | -1 | 9 | -1 | -1
[17] COc1ccc(C)cc1NC(=O)c1cc(-c2ccccc2)nc2c1cnn2C(C)C
  -8 | -16 | -4 | -0.9 | -5 | 3 | 2 | 7 | 21 | -2 | -2
[18] Cn1ccnc1-c1nc2ccccc2[nH]c1=O
  -5 | -3 | -10 | 1.8 | 6 | 4 | -5 | -3 | -10 | -1 | -2
[19] COc1ccc(N2CC(C(=O)N3CCN(Cc4ccc5c(c4)OCO5)CC3)CC2=O)cc1 (stereo not given)
  -2 | -4 | -25 | 0.0 | 2 | -5 | -1 | 0 | -5 | 3 | -1
[20] Cc1cc(C)c(S(=O)(=O)N2CCCCC2CCNC(=O)C(=O)NCc2ccccn2)c(C)c1 (stereo not given)
  7 | 1 | 17 | -2.7 | 21 | -7 | -2 | -3 | 5 | -4 | 5

Shown with the structure last: entries from further up
No.	EBV LMP1 NFkB	NOD2 RIPK2 PPI	SRC2 inh	MC4R barr agon	SRC3 inh	ABHD5-PLIN5 inh	TLR9-MyD88 inh	MC4R antagonist	COUP-TFII inh	LRH-1 inv ag	SRC1 inh	SMILES
4	-3	-9	7	-0.9	8	-2	9	1	-6	-7	-17	N#CC1(NC(=O)CN2C(=O)NC3(CCCCCC3)C2=O)CCCCC1
5	0	2	-6	-1.3	3	0	5	1	-19	4	-9	CCOC(=O)c1csc(NC(=O)CN2CCOCC2)n1
6	2	-1	9	-0.5	-23	0	4	2	1	-1	9	Cc1ccc(CNC(=O)Cn2cncn2)cc1
7	1	8	-20	1.4	1	-4	2	5	-7	-19	-54	Cn1cc(CCC(=O)N2CCCC(C(=O)c3cccc4ccccc34)C2)cn1 (stereo not given)
8	0	-5	-6	2.1	8	-4	-5	22	3	-15	-6	Cc1ccc(C(=O)NNC(=O)c2ccc(S(=O)(=O)N3CCOCC3)cc2)cc1
9	-10	-5	-12	-0.9	1	-2	-1	3	-6	5	3	O=C1CCCN1S(=O)(=O)c1ccccc1
10	-4	-4	-9	-0.7	-1	1	-4	-2	2	-3	-43	COc1ccc(S(=O)(=O)NCCOc2ccccc2)cc1F
11	-4	1	-31	0.8	-5	-4	-1	6	-3	-3	2	COCc1cc(C)nc(N2CCN(Cc3ccccc3)CC2)c1C#N
12	8	-6	9	0.3	27	7	6	17	3	4	18	N#Cc1ccc(C(=O)Nc2cccc3ncccc23)c(F)c1
13	20	10	13	-1.2	24	2	-2	0	20	11	17	O=C(CCN1CCN(c2ccccc2)CC1)N/N=C/c1ccccc1O
14	5	-12	6	-0.1	7	7	-2	5	12	-5	-4	COCCNC(=O)CN(Cc1ccco1)C(=O)CCC(=O)Nc1nccs1

The listing continues:
Every second line gives: EBV LMP1 NFkB | NOD2 RIPK2 PPI | SRC2 inh | MC4R barr agon | SRC3 inh | ABHD5-PLIN5 inh | TLR9-MyD88 inh | MC4R antagonist | COUP-TFII inh | LRH-1 inv ag | SRC1 inh
[21] CCc1cc2c(-c3ccccc3)cc(=O)oc2cc1OCC(=O)NCC1CCC(C(=O)O)CC1 (stereo not given)
  -6 | 9 | -8 | -0.8 | 8 | 2 | 2 | -1 | -2 | 14 | -2
[22] O=C(COc1ccc(Cl)cc1)Nc1cccc(S(=O)(=O)NCc2ccco2)c1
  3 | -2 | 18 | 4.4 | 6 | -6 | 4 | 7 | -16 | -13 | -15
[23] O=C(CN1C(=O)NC2(CCCCC2)C1=O)Oc1ccc2ccc(=O)oc2c1
  -10 | 4 | 19 | -3.1 | 11 | -5 | -7 | 11 | -11 | 9 | -8
[24] Cc1ccc2nc(-c3ccncc3)cc(C(=O)N3CCOCC3)c2c1
  6 | -4 | . | -4.4 | -11 | 7 | -20 | 10 | . | 10 | -13
[25] COc1ccc(-n2c3c(cc(C(=O)NNc4ccccc4)c2=O)C(=O)CC(C)(C)C3)cc1
  -12 | 11 | -34 | -3.6 | -2 | 4 | -4 | 23 | 1 | 4 | 10
[26] Cc1nnc(NC(=O)c2c(F)c(F)c(F)c(F)c2F)s1
  -11 | -3 | -12 | -0.2 | 1 | 0 | -1 | 19 | -3 | -7 | 6
[27] CCC(=O)Nc1cccc(NC(=S)NC(=O)c2cccs2)c1
  -16 | -4 | -63 | -0.5 | -80 | -4 | 4 | 2 | -37 | -107 | -102
[28] CC1CCC(NC(=O)c2ccc(NC3=NC4CS(=O)(=O)CC4S3)cc2)CC1 (stereo not given)
  -7 | -19 | -24 | -1.8 | -28 | -4 | -14 | 2 | -3 | -21 | 7
[29] CC(C)C[C@H](NC(=O)NCc1ccc(Cl)cc1)C(=O)O
  -2 | -13 | -18 | 0.4 | -15 | 5 | 4 | 1 | -6 | 12 | 2
[30] COC(=O)C1=C(C)N(CC2CC2)C(=NCc2cccc(Cl)c2)N[C@H]1c1ccccc1
  -1 | 1 | -4 | 2.8 | 5 | 13 | -1 | -3 | -6 | 18 | -6
[31] O=C(Nc1ccccc1Cl)C1CCCN(c2ncnc3c2nc2n3CCCCC2)C1 (stereo not given)
  14 | 4 | -4 | -2.9 | 9 | -2 | -8 | 4 | 29 | 16 | 14
[32] COc1ccc(C2CC(O)(c3ccccc3)Oc3cc(OC)cc(OC)c32)cc1 (stereo not given)
  -1 | -2 | -1 | 3.8 | -2 | -3 | 3 | 7 | 5 | 6 | -7
[33] COc1ccc(C(CNC(=O)c2cccc(NS(=O)(=O)c3ccccc3)c2)N(C)C)cc1 (stereo not given)
  -10 | -6 | -15 | -3.3 | -28 | -4 | -1 | 5 | -11 | -37 | -23
[34] CC(C)CN(C(=O)c1ccc(F)cc1F)c1c(N)n(CC(C)C)c(=O)[nH]c1=O
  1 | -10 | -24 | 3.1 | -8 | -2 | -4 | 0 | -6 | -18 | -24
[35] C(=C\c1ccncc1)/c1ccccc1
  -11 | 2 | -28 | 4.6 | -51 | 8 | 5 | -3 | 3 | -22 | -10
[36] O=C(NCCCN1CCOCC1)c1ccc2c(c1)N(Cc1cccc(Cl)c1)C(=O)CS2
  -9 | -9 | -25 | -2.1 | -10 | 5 | -1 | 10 | 5 | 2 | -12
[37] CCCC(=O)NC(c1ccc(Cl)cc1Cl)c1ccc2cccnc2c1O (stereo not given)
  63* | 9 | 36 | -3.1 | 37 | 12 | -11 | -8 | -18 | 27 | 28
